High-throughput results as filed in PubChem BioAssay.
GLP1R cytotox – qHTS of GLP-1 Receptor Inverse Agonists: Cytotox Screen | HEK293 cAMP-luciferase reporter cells, luminescence, 24 h | Potency, µM (highest dose often 38.3 µM), without a hit: at the highest dose activity change, negative = inhibition, most hits filed as inhibitors | hit rate 0.13% among 410,000 | AID 624418, 2012;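 note: loss of luciferase light is scored as toxicity; potency is the fitted concentration of half-maximal effect; % is set by controls: 0 for no effect and ±100 for the full control effect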
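Cells in DMEM/10% Nu serum/1% pen-strep, 1536-well format. Pre-incubated 12 h, dosed with 23 nL compound, incubated a further 24 h. Luciferase detection, 12 min at room temp, luminescence.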
pAkt inh – HTS Assay for Inhibitors of Akt Phophorylation: Primary Screen; activity change, % for hits at 50 µM; Neuro2A IGF-stimulated pAkt S473 HTRF, 20 min; hits give low values; hit rate 0.32% among 360,000; in the data active = activity change below about -80%; inconclusive = mostly about -51% to -80%; note: % is set by controls: 0 for no effect and ±100 for the full control effect
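Neuro2A cells (4,500/well, DMEM with 0.5% FBS) were treated with compound at a single 50 µM final concentration, stimulated with 6 nM IGF for 20 min at 37 °C, and lysed. Phospho-Akt Ser473 was read by HTRF as 665/615 ratio ×10^4.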
Mm-Cpn inhibitor – Inhibitors of TCP-1 ring complex (TRiC) of Methanococcus maripaludis (MmCpn): qHTS | purified Mm-Cpn ATPase, ADP Transcreener TR-FRET | hit rate 0.031% among 330,000 | Potency, µM (top dose mostly 76.9 µM), inactives show at the highest dose activity, negative = inhibition, hits mostly inhibitors; note: potency is the fitted concentration of half-maximal effect; % is set by controls: 0 for no effect and ±100 for the full control effect; nearly all actives have a fitted effect of over 80% in size
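Measured: ADP formation by purified Mm-CPN. Conditions: 25 nM protein, 10 uM ATP, Tris pH 7.4 with Mg2+, K+ and DTT, 37°C for 30 min. Detection: Transcreener HTRF after 30 min at room temperature.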
FUS yeast rescue – qHTS for Suppressors of FUS Proteinopathy: Primary screen using FUS-linked yeast assay | S. cerevisiae FUS-expressing, growth rescue, OD600, 24 h | Potency, µM (doses to about 76.6 µM), without a hit: top-dose growth rescue (activation), hits mostly activators | hit rate 0.24% among 390,000 | AID 1347120, 2019;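 note: potency is the fitted concentration of half-maximal effect; plate controls were DMSO vehicle for no effect and reference control for full effect; nearly all actives have a fitted effect of over 55% in size; some results filed as inactive show a strong effect at the top dose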
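Compound concentration series was pinned onto galactose-induced FUS-expressing yeast seeded at OD 0.005. Plates sat 24hr at 30C; absorbance at 600 nm gave growth. DMSO served as background control.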
PTHR1 agonist – qHTS for PTHR1 Agonists: Primary Screen; hit rate 0.075% among 410,000; HEK293 GP2 PTHR1 cells, GloSensor cAMP luminescence, 1 h; Parathyroid hormone/parathyroid hormone-related peptide receptor (Homo sapiens), Q03431; Potency, µM (doses to about 115 µM), inactives show at the highest dose activation, usual class: activators; note: potency is the fitted concentration of half-maximal effect; nearly all actives have a fitted effect of over 55% in size; some results filed as inactive show a strong effect at the top dose; inactives centre near -15; many of its hits are not listed in these tables
Target sequence (Q03431 whole entry, looked up): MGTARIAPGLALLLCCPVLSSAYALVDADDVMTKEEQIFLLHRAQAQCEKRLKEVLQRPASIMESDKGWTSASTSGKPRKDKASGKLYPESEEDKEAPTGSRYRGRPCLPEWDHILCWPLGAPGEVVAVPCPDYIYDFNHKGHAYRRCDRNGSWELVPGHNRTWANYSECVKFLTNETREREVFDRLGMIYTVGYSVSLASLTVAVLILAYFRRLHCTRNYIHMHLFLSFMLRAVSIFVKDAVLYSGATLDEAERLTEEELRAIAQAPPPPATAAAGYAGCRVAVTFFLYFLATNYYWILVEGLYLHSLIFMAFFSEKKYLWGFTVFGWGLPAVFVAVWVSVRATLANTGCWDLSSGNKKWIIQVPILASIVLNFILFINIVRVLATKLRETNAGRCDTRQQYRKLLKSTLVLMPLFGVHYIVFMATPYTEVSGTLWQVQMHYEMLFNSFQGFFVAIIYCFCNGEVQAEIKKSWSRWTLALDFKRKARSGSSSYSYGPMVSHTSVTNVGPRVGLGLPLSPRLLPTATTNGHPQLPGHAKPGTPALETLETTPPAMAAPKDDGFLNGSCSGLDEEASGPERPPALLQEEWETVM
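HEK-293-derived GP2 cells expressing PTHR1 and a GloSensor cAMP reporter, 3,000/well, plated overnight, given luciferin plus IBMX (each 0.5 mM as added) for 1 h at 37 °C, then compound for 1 h at 37 °C. Luminescence was read after 15 min at room temperature.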
Abeta yeast res – qHTS for compounds that reverse cellular toxicity of Amyloid beta (A-beta) peptide in yeast: Primary Screen. yeast expressing A-beta42, growth rescue, OD600, 48 h; response scale: 0% DMSO, 100% iron-clioquinol control. Potency, µM (series often up to 46.1 µM), without a hit: at the highest dose growth rescue, most hits filed as activators. hit rate 0.063% among 410,000. AID 1347071, 2019; note: potency is the fitted concentration of half-maximal effect; nearly all actives have a fitted effect of over 55% in size
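Growth rescue measured by 600 nm absorbance after 48 h yeast culture at 30 C with compound. Values normalized between DMSO and an equimolar ferric chloride plus clioquinol control.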
TDP-43 yeast inh – qHTS of TDP-43 Inhibitors. TDP-43 expressing yeast growth rescue, BacTiter-Glo, 24 h. Potency, µM (highest dose often 46.1 µM), inactives show top-dose growth rescue (activation), usual class: activators. hit rate 1.8% among 410,000; note: potency is the fitted concentration of half-maximal effect; % of control where 0% means no effect; nearly all actives have a fitted effect of over 50% in size
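Yeast cells expressing TDP-43 under galactose induction are exposed to compounds for 24 hr at 30 deg C. BacTiter-Glo luminescence measures growth, so protective compounds score as activators.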
GLP1R inv ag – qHTS of GLP-1 Receptor Inverse Agonists (Inhibition Mode); Potency, µM (titrated, usually from 38.3 µM), without a hit: at the top dose activity change, negative = inhibition, usual class: inhibitors; Glucagon-like peptide 1 receptor (Homo sapiens), P43220; hit rate 1.6% among 410,000; HEK293 GLP-1R CRE-luciferase, luminescence, 24 h; GLP-1R form is constitutively active; AID 624417, 2012; note: potency is the fitted concentration of half-maximal effect; % is set by controls: 0 for no effect and ±100 for the full control effect; nearly all actives have a fitted effect of over 55% in size
Target sequence (P43220 whole entry, looked up): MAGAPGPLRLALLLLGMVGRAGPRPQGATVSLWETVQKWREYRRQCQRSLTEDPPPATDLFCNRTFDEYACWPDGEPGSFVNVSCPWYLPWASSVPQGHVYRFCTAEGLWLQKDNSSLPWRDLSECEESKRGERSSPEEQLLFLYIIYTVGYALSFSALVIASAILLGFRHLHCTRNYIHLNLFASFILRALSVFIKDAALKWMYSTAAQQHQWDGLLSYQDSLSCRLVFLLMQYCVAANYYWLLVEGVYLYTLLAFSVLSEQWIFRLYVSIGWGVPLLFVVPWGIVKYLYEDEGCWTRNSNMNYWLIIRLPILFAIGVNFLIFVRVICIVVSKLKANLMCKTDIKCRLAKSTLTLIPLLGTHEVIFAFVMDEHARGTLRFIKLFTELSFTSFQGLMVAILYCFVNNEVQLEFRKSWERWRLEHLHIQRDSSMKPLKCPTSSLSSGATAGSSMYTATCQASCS
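qHTS in 1536-well format: reporter HEK293 cells expressing constitutive GLP-1R activity in DMEM + 10% Nu serum, 24 hr with compounds at 37 deg C, luminescence read after 12 min with detection reagent.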
aSyn rescue – qHTS of alpha-syn Inhibitors; Yeast expressing alpha-synuclein, growth rescue, BacTiter-Glo, 24 h; Potency, µM (titrated, usually from 46.1 µM), for the others: at the top dose growth rescue (activation), usual class: activators; hit rate 0.14% among 370,000; note: potency is the fitted concentration of half-maximal effect; % of control where 0% means no effect; nearly all actives have a fitted effect of over 65% in size
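Screening used galactose-induced yeast with toxic alpha-synuclein levels, exposed to compound for 24 hr at 30 deg C. Cell growth, read with BacTiter-Glo luminescence, gave the measured signal.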
The depositor's hits bear a star; i = inactive; ? = inconclusive; · = no result given; [ ] = another dose, or the depositor's remark. Unless noted, calls come from the whole dose curve; as a rule, active = well fitted curve in the direction sought with a large enough effect; inconclusive = small, poorly fitted or top-dose-only effect, or another doubt; inactive = no such curve, though single readings can be large; an effect the other way counts as inactive or inconclusive.

SMILES | GLP1R cytotox | pAkt inh | Mm-Cpn inhibitor | FUS yeast rescue | PTHR1 agonist | Abeta yeast res | TDP-43 yeast inh | GLP1R inv ag | aSyn rescue
C=CCN(C(=O)CCc1ccccc1OC)c1nc(-c2ccc(S(C)(=O)=O)cc2)cs1 | -6% | i | ? | 38% | -6% | 0% | 0% | 1% | 0%
CC(C)NS(=O)(=O)c1ccc(NC(=O)C(C)OC(=O)CCC2CCCC2)cc1 (configuration not stated) | -15% | i | 2% | 30% | -44%[inhibitor] | 3% | 4% | -8% | 4%
C[C@H]1CN([C@@H](C)CO)C(=O)c2cc(Br)cnc2O[C@H]1CN(C)C(=O)c1cnccn1 | -8% | i | · | -8% | -15% | -5% | 25% | -4% | 9%
C[C@H](CO)N1C[C@H](C)[C@@H](CN(C)C(=O)Nc2ccc(C(F)(F)F)cc2)Oc2c(NC(=O)Cc3ccccc3)cccc2C1=O | -17% | i | 2% | 27% | -29% | -9% | 14% | -13% | -1%
COc1ccc(OCc2nc(C#N)c(N3CCN(c4ccc(OC)cc4)CC3)o2)cc1 | 10% | i | -4% | 17% | -15% | -3% | ? | ? | -9%
N#Cc1ccccc1Cn1c(=O)n(CCC(=O)NCc2ccco2)c(=O)c2ccccc21 | -6%[1.53 µM] | i | 1% | 18% | i | 18% | 14% | 2% | 1%
COc1cc(S(=O)(=O)NC2CC(C)(C)NC(C)(C)C2)c(OC)cc1Cl | -12% | i | -1% | 5% | 3% | -15% | -18% | -28% | -4%
Cc1ccccc1NC(=O)COC(=O)C1(C)CC1(Cl)Cl (configuration not stated) | 3% | i | -1% | 0% | -34%[inhibitor] | -1% | -4% | -6% | 4%
Cn1c(N)c(C(=O)COC(=O)c2cc(S(=O)(=O)NCc3ccccc3)ccc2O)c(=O)n(C)c1=O | -20% | i | · | · | i | 11% | 14% | 22% | 1%
Cc1ccc(S(=O)(=O)Nc2ccccc2C=Nc2cccc(C)c2C)cc1 | -1%[1.53 µM] | i | -4% | 2% | i | -27% | -12% | ? | -15%
Cc1ccc(C(=O)N2CCN(c3ncnc4c(C)csc34)CC2)cc1 | 5% | i | 5% | 3% | -24% | -13% | -16% | 8% | -6%
COc1ccc(-n2c(=O)cc(N3CCN(Cc4ccccc4)CC3)[nH]c2=O)cc1 | 3% | i | 1% | -14% | -4% | 1% | 0% | 2% | 0%
O=C(NCCCN1CCOCC1)c1ccc2c(=O)n(-c3ccc(F)c(Cl)c3)c(=S)[nH]c2c1 | 4% | i | 1% | 19% | -15% | -4% | 6% | 10% | 0%
Cc1cccc(NC(=O)CSCC(=O)Nc2cc(Cl)ccc2N2CCN(C)CC2)c1 | -12% | i | 2% | -11% | i | -14% | -1% | ? | 3%
CCn1c(SCc2nc3ccccc3c(=O)[nH]2)nc2ccccc21 | 9% | i | -5% | 34% | -25% | -7% | -2% | 117%[activator] | -1%
N#CCC(=O)Nc1ccc(C(=O)OCC(=O)NNC(=O)c2ccc(Cl)cc2)cc1 | 8% | i | 4% | 4% | -23% | -5% | -13% | 3% | 0%
COC(=O)c1ccc(Nc2nc(-c3ccc(C)cc3)nc3ccccc23)cc1 | -5% | · | · | 2% | -12% | -3% | 14µM* | 5% | ·
CC(=O)Nc1ccc(NC(=O)CCCc2c[nH]c3ccccc23)cc1 | -6% | i | 1% | 25% | i | -2% | -17% | -9% | -6%
CC1CCc2c(sc(/N=C/c3ccco3)c2C(N)=O)C1 (configuration not stated) | 3% | i | -5% | -29% | i | 1% | -4% | 28% | 0%
CCOc1cc(/C=N/NC(=O)COc2ccccc2C)ccc1OC(=O)c1cccs1 | 15% | i | -1% | 26% | i | 12% | -17% | 1% | 9%
COc1ccccc1N(CC(=O)N/N=C/c1ccc(SC)cc1)S(C)(=O)=O | -18% | i | 1% | · | -15% | -10% | -21% | -19% | -5%
Cc1ccc(SCCNC(=S)Nc2ccccc2)cc1 | ? | i | · | -6% | -19% | 0% | ? | ? | -10%
O=C(CCCOc1ccccc1)Nc1cccc([N+](=O)[O-])c1 | 1% | i | 2% | 24% | -2% | 9% | 10% | ? | -1%
CCOc1ccc(Nc2nc3ccccc3c(=O)s2)cc1 | 0% | i | 1% | -40% | i | 0% | -4% | 5% | -6%
CC1CN(C(=O)COc2ccc3c(-c4ccccc4)cc(=O)oc3c2)CC(C)O1 (configuration not stated) | 10% | i | 5% | -2% | -2% | -11% | -2% | -4% | -2%
COC(=O)c1cn(C)c2ccc(S(=O)(=O)N3CCOCC3)cc2c1=O | -3% | i | -1% | -15% | -4% | 2% | 0% | -11% | 6%
O=[N+]([O-])c1ccc(Cl)cc1Sc1ccccn1 | -4% | i | 1% | · | i | -13% | ? | 1% | -4%
CCC(C)(C)c1ccc(Oc2cccc(C(=O)O)c2)cc1 | -14% | i | 1% | 46% | -6% | -31%[inhibitor] | -29% | 25% | 0.89µM*
CN1CCN(c2nc(-c3ccccc3O)nc3ccccc23)CC1 | -16% | i | 0% | 12% | i | -12% | -14% | 6% | -2%
O=C(CN(C1CCCCC1)S(=O)(=O)c1ccc(Cl)cc1)NCc1cccnc1 | -7% | i | -1% | 14% | -9%[57.5 µM] | -8% | -3% | 0% | 2%
CCOC(=O)c1c(C)n(C)c2ccc(OCC(O)CN3CCN(C)CC3)cc12 (configuration not stated) | 9% | i | 0% | -12% | -16% | -15% | -18% | 1% | 2%
COc1ccc(NC(=O)CSc2nc3ccccc3n2CC(=O)N(C)C2CCCCC2)cc1 | -6% | · | · | 31% | i | -5% | 3% | -8% | ·
CSc1ccc2c(c1)C(N1CCN(C)CC1)Cc1ccc(F)cc1S2 (configuration not stated) | ? | i | · | 25% | i | -5% | 18% | ? | 2%
Cc1cc(NCc2ccccc2)nc2ccccc12 | ? | i | -1% | 16% | -13%[57.5 µM] | 2% | -7% | ? | -6%
Cc1ccc(S(=O)(=O)C(C)C(=O)c2ccc3c(c2)OCCO3)cc1 (configuration not stated) | -2% | i | -1% | 12% | -24% | 2% | -13% | -10% | 3%
CCOC(=O)c1cc(C#N)c(N2CCCC2)nc1-c1ccccc1 | 26% | i | -11% | 26% | -6% | -13% | 12% | ? | -7%
CC(C)(C)c1ccc(C(=O)NCC(=O)OCc2ccc([N+](=O)[O-])cc2)cc1 | -11% | i | 0% | 16% | -23% | -21% | 4% | 32% | 1%
C#CCOc1c(Cl)cc(/C=N/NC(N)=S)cc1OCC | ? | i | -2% | · | i | 9% | 12% | ? | -9%
Cc1ccc(C)c2[nH]c(=O)c(CN(CC3CCCO3)C(=S)NCc3ccco3)cc12 (configuration not stated) | -24% | i | -5% | ? | i | 28% | 3% | -15% | 0%
CC(=O)c1cccc(NS(=O)(=O)c2c(C)n[nH]c2C)c1 | -1% | i | · | 1% | i | -10% | -4% | 13% | -9%

Limited to GLP1R cytotox, aSyn rescue and Mm-Cpn inhibitor, for some of the entries so far:
compound | GLP1R cytotox | aSyn rescue | Mm-Cpn inhibitor
CC(=O)c1cccc(NS(=O)(=O)c2c(C)n[nH]c2C)c1 | -1% | -9% | ·
Cc1ccc(SCCNC(=S)Nc2ccccc2)cc1 | ? | -10% | ·

Later entries:
SMILES | GLP1R cytotox | pAkt inh | Mm-Cpn inhibitor | FUS yeast rescue | PTHR1 agonist | Abeta yeast res | TDP-43 yeast inh | GLP1R inv ag | aSyn rescue
CSc1nnc2c3c4c(sc3c(=O)n(-c3ccccc3)n12)CC(C)(C)OC4 | -3% | i | -24% | 15% | i | 3% | 5% | 30% | 1%
Cc1ccccc1Cn1c2ccccc2c2cnn(CC(=O)NCC(C)c3ccccc3)c(=O)c21 (configuration not stated) | 9% | · | · | -20% | i | -4% | 20% | 9% | ·
Cc1ccc(C2(CCNCc3ccco3)CCOC(C(C)C)C2)cc1 (configuration not stated) | -7% | i | -2% | 11% | i | 16% | -15% | ? | -2%
Cc1ccc(S(=O)(=O)C[C@@H]2OC[C@H](CO)N2S(=O)(=O)c2ccc(C)cc2)cc1 | 0% | i | · | 7% | -15% | 4% | 16% | 8% | 1%
COc1ccc(C(=O)CN2C(=O)c3ccccc3S2(=O)=O)cc1 | -20% | i | -1% | -14% | -29% | 9% | 3% | -91% | 5%
COc1ccc(C2=CC(c3ccc(F)cc3)n3ncc(C(=O)Nc4ccc(C)cc4)c3N2)cc1 (configuration not stated) | 14% | · | · | 14% | -3% | -10% | -1% | 4% | ·
COC(=O)Cn1ncn2cccc2c1=O | 0% | i | 3% | · | i | 6% | 24% | -9% | 2%

An excerpt from above in order of their number in Mm-Cpn inhibitor, falling.
molecule | Mm-Cpn inhibitor
COC(=O)Cn1ncn2cccc2c1=O | 3%
COc1ccc(C(=O)CN2C(=O)c3ccccc3S2(=O)=O)cc1 | -1%
Cc1ccc(C2(CCNCc3ccco3)CCOC(C(C)C)C2)cc1 (configuration not stated) | -2%
CSc1nnc2c3c4c(sc3c(=O)n(-c3ccccc3)n12)CC(C)(C)OC4 | -24%

Only part of the results is shown; count on the stated rates, not on these rows.
